Source: PubChem (The Scripps Research Institute Molecular Screening Center)
TDP2 absorb = TDP2 (human) inhibition, absorbance primary screen; actives 0.34% (n = 370,000); O95551; inhibition, % at 12.8 µM; recombinant TDP2, T5PNP hydrolysis, p-nitrophenol absorbance 415 nm;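 active = inhibition above the mean of all tested compounds plus 3 SD, set per campaign, cut at about 25% in these data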;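 also: 0% = DMSO with enzyme and 100% = buffer with substrate but no TDP2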
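Read-out basis: percent inhibition. System: recombinant human TDP2. Buffer or medium: Mg2+-containing Tris-HCl buffer, pH 7.5. Repeats: single replicate. Timing: reaction 2 h, 37 °C. Benchmarks: high control without enzyme, low control DMSO plus TDP2. Probe or stimulus: 5 mM T5PNP. Doses: 12.8 µM only. Measured by: epi absorbance of p-nitrophenol freed from T5PNP by hydrolysis.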
Tn6 DDE FP = inhibitors of Tn6 peptide binding to human fibrin DD(E); Fibrin DD(E) TRITC-Tn6 fluorescence polarization displacement; actives 0.21% (n = 370,000); P02675; inhibition, % at 8.3 µM;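 active = inhibition above a per-campaign cutoff: mean of compounds within control limits plus 3 SD, cut at about 15% in these data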;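 also: 0% = median of all compound wells on the plate and 100% = blocking peptide control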
UHRF1 MBD2 ctr = blocks human UHRF1 binding to methylated DNA; Q96T88; UHRF1 binding to methylated oligo, TR-FRET; inhibition, % at 4.4 µM; actives 0.75% (n = 370,000); AID 687016; in the data active = inhibition above about 21%;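 also: UHRF1 SRA domain binding a hemimethylated CpG hairpin DNA probe; 0% = median of test compound wells and 100% = reference inhibitor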
DDE Tn7 FP inh = inhibitors of Tn7 peptide binding to human fibrin DD(E); AID 720508; P02675; actives 0.13% (n = 370,000); FP displacement of FITC-Tn7 peptide from fibrin DD(E); 0% = median of compound wells per plate; inhibition, % at 8.3 µM;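 active = inhibition above the mean of compounds falling within the control limits plus 3 SD of them, cut at about 14% in these data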;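 also: 0% = plate median of compound wells and 100% = 10 µM Aha-Tn7 peptide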
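Measure: % inhibition scaled between sample-field median and high-control FP; Test system: human fibrin DD(E); Quantity: 2 µM final DD(E) protein; Doses: one dose, 8.3 µM nominal; Schedule: compound with protein 10 min, then 3 h after probe, room temperature; Detection: fluorescence polarization; Medium: Tris buffer with calcium and detergent, pH 7.8.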
SIAE primary = inhibitors of human sialic acid acetylesterase SIAE; Q9HAT2; SIAE FP-Rh probe binding, fluorescence polarization; inhibition, % at 9.66 µM; actives 0.69% (n = 370,000); AID 1053197;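 active = inhibition above a cutoff: mean of compounds within the control limits plus 3 SD of those, cut at about 17% in these data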;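 also: 0% = plate median of compound wells and 100% = probe without SIAE protein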
MBD2 DNA inh = MBD2-methylated oligo binding inhibition; Q9UBB5; TR-FRET, MBD2 binding to methylated oligonucleotide; inhibition, % at 4.4 µM; actives 0.31% (n = 370,000); AID 686964; in the data active = inhibition above about 13%
Target sequence (Q9UBB5 whole entry, looked up): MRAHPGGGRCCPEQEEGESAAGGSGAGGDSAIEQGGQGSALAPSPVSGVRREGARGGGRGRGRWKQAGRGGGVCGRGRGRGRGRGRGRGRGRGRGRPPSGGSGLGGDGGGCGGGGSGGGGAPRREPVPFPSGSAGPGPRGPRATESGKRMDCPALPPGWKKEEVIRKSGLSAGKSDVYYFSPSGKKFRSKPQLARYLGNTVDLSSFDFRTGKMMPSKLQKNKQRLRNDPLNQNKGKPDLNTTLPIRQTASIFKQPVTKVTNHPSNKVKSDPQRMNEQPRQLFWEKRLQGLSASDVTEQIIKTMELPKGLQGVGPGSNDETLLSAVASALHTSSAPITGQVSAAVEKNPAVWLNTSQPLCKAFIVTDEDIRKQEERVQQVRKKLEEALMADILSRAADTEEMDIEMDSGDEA
PRMT1 FP inh = inhibitors of human PRMT1; inhibition, % at 2.79 µM; recombinant PRMT1, activity-based probe fluorescence polarization; actives 1.3% (n = 370,000); AID 652257; Q99873;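 active = inhibition above about 21% made by adding two undisclosed values, limit read from the data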
Target sequence (Q99873 whole entry, looked up): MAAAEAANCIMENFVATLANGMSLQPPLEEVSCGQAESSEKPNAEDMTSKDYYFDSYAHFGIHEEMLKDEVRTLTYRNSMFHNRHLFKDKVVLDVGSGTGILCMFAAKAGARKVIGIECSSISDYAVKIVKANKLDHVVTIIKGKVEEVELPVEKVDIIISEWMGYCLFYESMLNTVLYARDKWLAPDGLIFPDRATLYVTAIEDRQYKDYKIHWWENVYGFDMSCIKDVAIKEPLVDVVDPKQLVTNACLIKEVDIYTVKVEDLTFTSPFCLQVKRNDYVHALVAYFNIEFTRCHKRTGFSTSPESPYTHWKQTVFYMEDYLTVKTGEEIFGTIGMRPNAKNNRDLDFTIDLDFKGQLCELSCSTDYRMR
proKLK7 act = activates the human kallikrein-7 zymogen. activation, % at 7 µM. actives 0.9% (n = 370,000). P49862. AID 652039. purified proKLK7, EDANS-DABCYL substrate fluorescence; 100% is mature enzyme control, 0% vehicle;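 active = activation above the mean of all tested compounds plus 3 SD, computed per campaign excluding outliers beyond control limits, cut at about 13% in these data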
Target sequence (P49862 whole entry, looked up): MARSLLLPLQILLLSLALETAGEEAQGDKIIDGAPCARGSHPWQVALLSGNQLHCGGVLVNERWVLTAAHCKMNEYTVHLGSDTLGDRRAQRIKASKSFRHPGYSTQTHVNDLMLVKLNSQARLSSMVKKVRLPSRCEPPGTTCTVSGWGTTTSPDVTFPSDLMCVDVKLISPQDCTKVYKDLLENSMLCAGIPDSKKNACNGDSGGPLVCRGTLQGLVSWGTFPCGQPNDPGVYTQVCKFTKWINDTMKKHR
LEDGF integ inh = blocks HIV-1 LEDGF/p75-dependent DNA integration; actives 0.64% (n = 370,000); inhibition, % at 3.7 µM; TR-FRET IN-LEDGF/p75 DNA integration, Eu/Cy5;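 active = inhibition above the screen-wide mean plus 3 SD, cut at about 13% in these data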;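 also: signal is the Cy5 over europium emission ratio at 671 and 618 nm; 0% = plate median of compound wells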
TCR-CD3 inh = inhibitors of human TCR-CD3 interaction; TAMRA-labeled TCR probe fluorescence, biochemical; inhibition, % at 9.4 µM; actives 0.37% (n = 360,000); AID 651800; in the data active = inhibition above about 19%;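 also: recombinant mutant TCR 2C K166C tagged with TAMRA read by polarization; 0% = receptor in buffer alone and 100% = receptor with positive control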
* = called active by the depositor. Outcome played no part in choosing rows (roughly 4.6% active in at least one column).

SMILES | TDP2 absorb | Tn6 DDE FP | UHRF1 MBD2 ctr | DDE Tn7 FP inh | SIAE primary | MBD2 DNA inh | PRMT1 FP inh | proKLK7 act | LEDGF integ inh | TCR-CD3 inh
CC(Oc1ccc(S(=O)(=O)N2CCCC2)cc1[N+](=O)[O-])C(=O)NC(C)c1ccccc1 (stereo unspecified) | 8.4 | 6.6 | 0.2 | -2.1 | 0.7 | 0.8 | 1.4 | -0.5 | 1.3 | 5.6
COc1ccc(OCc2nnc(NC(=O)Nc3ccccc3F)s2)cc1 | 1.0 | 2.9 | 1.3 | 6.0 | -11.4 | 1.5 | -3.9 | -0.2 | -2.9 | 8.4
OC(c1ccc(Cl)cc1)c1ncc(-c2cccc(C(F)(F)F)c2)[nH]1 (stereo unspecified) | -17.1 | -1.1 | -1.7 | 1.3 | -10.5 | -1.6 | -4.5 | 0.2 | -0.8 | -2.7
COc1cc(OC)cc(C2=Cc3ccccc3C(CC(=O)c3ccco3)N2c2ccc(-c3cccnc3)cc2)c1 (stereo unspecified) | -6.6 | -6.9 | -4.2 | -6.0 | -1.0 | -3.5 | -2.6 | -5.6 | 2.0 | 1.2
CCOC(=O)C1CCN(C(C)=C2C(=O)c3ccccc3C2=O)CC1 | 2.6 | 4.5 | -1.4 | 1.6 | -0.3 | -6.7 | 5.3 | -0.7 | -3.0 | 1.6
N/C(=N\NC(=O)c1sccc1OCc1ccc(Cl)cc1Cl)c1ccccn1 | 1.9 | 0.3 | 2.3 | 5.4 | -0.8 | -0.7 | -2.6 | 0.5 | 2.6 | -1.4
O=C(CCC1CCCN(C(=O)C2CCCC2)C1)NCc1ccc(F)c(F)c1 (stereo unspecified) | 6.1 | -3.1 | -2.9 | 0.8 | 3.2 | -5.4 | -0.2 | 0.8 | -1.5 | 6.8
CC(C)N1CCC1(C)C(=O)Nc1ccc2cn[nH]c2c1 (stereo unspecified) | 8.7 | -3.1 | -1.9 | -1.0 | 4.5 | -0.9 | -0.4 | 0.6 | 2.4 | 12.6
O=C(Nc1nnc(-c2cccs2)o1)c1ccc(S(=O)(=O)N2CCOCC2)cc1 | -2.0 | -2.9 | -3.5 | -1.1 | -3.5 | 0.2 | -2.5 | -0.2 | -2.5 | 5.6
NC(=O)C1=C[C@@H](C2CCCCC2)C[C@@H](OCc2ccc(CO)cc2)O1 | 1.8 | -3.8 | -3.0 | -2.2 | 2.1 | -1.0 | -1.8 | 0.6 | -1.2 | 5.9
Cc1ccc(C(=O)CSc2ccc(-c3ccncc3)nn2)cc1 | 13.3 | 1.3 | 1.2 | 10.1 | -4.5 | 3.4 | 0.6 | -0.5 | -2.2 | 1.3
COc1ccccc1N(CC(=O)NC1CCCCC1)C(=O)CCC(=O)Nc1nccs1 | -5.1 | 1.9 | 0.4 | 4.6 | 3.3 | -3.9 | 2.3 | 0.2 | -1.3 | -1.6
c1ccc(-c2nnnn2-c2ccccn2)cc1 | -15.5 | 5.8 | 0.9 | 5.4 | 2.0 | -1.1 | -0.7 | 0.1 | -0.6 | -0.7
COc1ccc(Cc2nnc(Nc3ccc(C)cc3)o2)cc1OC | 4.5 | 1.3 | -2.3 | -1.0 | -2.9 | 4.0 | -3.3 | 0.1 | 0.1 | -3.3
Cc1ccc(OCC(=O)N2c3ccccc3CC2C)c([N+](=O)[O-])n1 (stereo unspecified) | -1.9 | -8.8 | -1.4 | -8.9 | -7.3 | -0.3 | -0.6 | 0.0 | 3.7 | 3.3
Cc1ccc(-c2c(C)sc3ncn(CC(=O)N4CCOCC4)c(=O)c23)cc1C | -6.2 | -1.2 | 1.0 | 1.3 | -6.3 | 6.2 | -0.2 | 0.0 | 1.8 | 9.4
S=C(Nc1ccccc1)N1CCCN1c1ccccc1 | 7.3 | -5.4 | 2.0 | 10.0 | 1.0 | 3.8 | 2.0 | -0.2 | -5.1 | -3.0
COCCCNC(=S)NNC(=O)c1cccnc1 | 2.3 | -12.4 | -1.6 | -5.9 | 3.4 | 4.0 | 2.3 | -0.3 | -3.9 | -4.1
Cc1cnc(C(=O)OCc2cc(=O)n3c(C)cccc3n2)cn1 | 1.9 | 3.4 | -4.0 | -1.8 | 5.4 | -11.3 | 0.2 | -1.2 | 1.7 | 8.8
COc1ccccc1CNC(=O)CCC(=O)N1CCOc2ccc(Cl)cc21 | 6.1 | 0.0 | 0.2 | 0.2 | 8.3 | -4.0 | -2.4 | -0.6 | -1.1 | 8.1
CCCn1c(N)c(N(CCOC)C(=O)C2CCCC2)c(=O)[nH]c1=O | -5.2 | 5.5 | -3.4 | -0.4 | 1.0 | -6.1 | -1.5 | -0.9 | 1.5 | -2.0
CCCn1c(N)c(N(CCOC)C(=O)c2ccc(F)cc2)c(=O)[nH]c1=O | -6.7 | 7.3 | 2.0 | 3.3 | -1.3 | 4.1 | 3.0 | 0.0 | -5.6 | -7.3
CCn1c(SCC(=O)Nc2ccc(S(=O)(=O)Nc3onc(C)c3C)cc2)nnc1-c1ccccc1 | -4.2 | -12.1 | 10.4 | -0.5 | 3.6 | -0.2 | 2.3 | -0.3 | -2.6 | -1.7
Cc1cc(=O)[nH]c(SCCc2ccccc2)n1 | 6.9 | 7.0 | -12.9 | -0.5 | -3.8 | 2.0 | 6.1 | -0.1 | -0.3 | -0.9
CCc1ccc(CC2(O)CC(C)N(C)CC2C)cc1 (stereo unspecified) | 4.7 | -6.6 | 3.8 | -0.3 | -0.9 | 4.6 | 1.8 | -0.7 | 0.0 | 0.2

Retrieved one by one from the entries so far:
SMILES | TDP2 absorb | Tn6 DDE FP | UHRF1 MBD2 ctr | DDE Tn7 FP inh | SIAE primary | MBD2 DNA inh | PRMT1 FP inh | proKLK7 act | LEDGF integ inh | TCR-CD3 inh
c1ccc(-c2nnnn2-c2ccccn2)cc1 | -15.5 | 5.8 | 0.9 | 5.4 | 2.0 | -1.1 | -0.7 | 0.1 | -0.6 | -0.7
COc1cc(OC)cc(C2=Cc3ccccc3C(CC(=O)c3ccco3)N2c2ccc(-c3cccnc3)cc2)c1 (stereo unspecified) | -6.6 | -6.9 | -4.2 | -6.0 | -1.0 | -3.5 | -2.6 | -5.6 | 2.0 | 1.2

Next part
SMILES | TDP2 absorb | Tn6 DDE FP | UHRF1 MBD2 ctr | DDE Tn7 FP inh | SIAE primary | MBD2 DNA inh | PRMT1 FP inh | proKLK7 act | LEDGF integ inh | TCR-CD3 inh
Cc1cc(C)c2nc(N(CCCN(C)C)C(=O)c3ccc(S(=O)(=O)N4CC(C)OC(C)C4)cc3)sc2c1 (stereo unspecified) | -2.0 | -0.4 | -0.4 | 5.0 | 6.4 | -2.2 | 8.9 | -0.8 | 1.8 | 12.1
O=C(NCc1ccco1)C1CCCN1C(=O)NCc1ccccc1 (stereo unspecified) | -0.5 | 3.1 | -0.4 | -5.9 | 0.9 | -3.4 | -1.8 | -0.7 | 0.7 | -1.0
CCOC(=O)c1cc(-c2ccccc2)nn1CC1CC(c2cccc([N+](=O)[O-])c2)=NO1 (stereo unspecified) | -2.1 | 10.8 | 0.9 | -6.4 | -0.3 | 3.3 | 1.2 | 0.2 | 1.9 | -2.3
Cn1cc(Cl)c(C(=O)OCC(=O)Nc2nc(-c3ccc(Br)cc3)cs2)n1 | -6.5 | -1.4 | -0.4 | -7.6 | -10.9 | 2.9 | -0.1 | 0.2 | 2.1 | -3.0
CC(NC(=O)Cc1c(F)cccc1Cl)C1CCCO1 (stereo unspecified) | 12.0 | 5.2 | 2.4 | 0.7 | -0.6 | -0.3 | 2.4 | 0.0 | -0.4 | -5.7
COc1ccc(S(=O)(=O)NCCCCOc2ccc(Cl)cc2)cc1 | 5.3 | -4.3 | -1.2 | 5.1 | -8.8 | 0.5 | 0.5 | -0.2 | 0.8 | -2.4
O=C(CSc1nnc(-c2ccc(S(=O)(=O)N3CCCC3)cc2)o1)NCc1ccccc1 | -6.1 | -9.1 | 0.7 | 0.0 | -5.3 | 1.5 | 3.3 | 0.7 | 0.9 | -0.2
COc1ccc(Cl)cc1Cn1c(C)c(C(=O)NCc2ccc3c(c2)OCCO3)sc1=O | 4.2 | -3.2 | 43.3* | 3.9 | -14.3 | -4.0 | 2.1 | 0.5 | 2.0 | -2.8
Oc1ccc(F)c(CN2CCN(c3ncc(Cc4ccccc4)cn3)CC2)c1 | 4.4 | -4.3 | -1.4 | 9.0 | 2.4 | -0.9 | 3.8 | 0.8 | -2.0 | 1.6
Cc1ccc(S(=O)(=O)NNC2=NCCCCC2)cc1 | -6.9 | -1.6 | 2.5 | 7.2 | 1.9 | 0.8 | 0.3 | -0.1 | -2.4 | -2.2
NC(=O)c1cc(Br)cc2c3c([nH]c12)CCCC3 | -8.3 | -4.6 | 2.3 | -3.4 | 2.2 | -2.0 | 3.5 | 0.8 | 2.0 | 6.8
O=C(C[C@@H]1C/C=C/CC[C@H](Cc2ccc(F)cc2)C(=O)OCCNC1=O)N[C@H](CO)Cc1ccccc1 | -2.0 | 2.4 | 0.6 | 3.8 | -3.2 | 2.1 | -3.2 | -0.5 | 2.3 | 7.1
O=C(Cc1ccc2c(c1)CCCC2)Nc1ccccc1Cl | 6.2 | -7.3 | -2.4 | 1.4 | 8.2 | 0.8 | 4.9 | -0.2 | -3.9 | 2.9
CCOc1cc2c3c(c1)C1(Nc4ccccc4S1)C(=O)N3C(C)(C)CC2C (stereo unspecified) | 3.0 | -1.7 | -1.3 | -3.9 | 2.4 | -6.2 | 78.2* | 0.3 | -1.3 | 7.4
Fc1cccc2ncnc(OCc3ccccc3)c12 | 6.4 | 2.2 | -0.3 | -4.4 | -2.8 | 9.2 | 2.8 | -0.4 | -1.2 | 6.2
Cn1ncc(Cl)c1C(=O)Nc1cccnc1 | 5.0 | -2.0 | -0.7 | 1.9 | -6.5 | -0.8 | 8.5 | 0.0 | 0.4 | -3.4
Cc1nnc(NC(=O)CSc2nnc(CNC(=O)c3ccccc3)n2-c2ccccc2)s1 | 7.3 | -5.3 | 1.3 | 1.5 | 0.4 | -8.8 | -4.7 | 0.5 | -1.1 | 3.9
CCCn1c(N)c(C(=O)CSc2nnc3n2CCCCC3)c(=O)n(C)c1=O | 9.0 | 0.5 | 3.1 | 5.4 | -3.9 | -1.3 | 2.4 | 0.1 | 0.2 | -9.3
CCCCc1c(O)nc(SCC(=O)N2CCOCC2)n(-c2ccccc2OC)c1=O | 4.5 | 0.5 | -0.2 | 12.3 | 3.0 | 4.6 | 5.8 | 0.0 | -1.8 | 1.6
O=C(O)COc1ccc(S(=O)(=O)N2CCCC2)cc1 | 11.5 | 2.5 | 0.4 | 3.6 | 3.6 | 0.5 | 0.3 | -0.6 | -1.5 | 4.1
S=C1NC[C@H](Cc2ccccc2)N1CCc1cccc2ccccc12 | 5.2 | 0.6 | -2.3 | 4.1 | -4.0 | 1.5 | -0.6 | 0.8 | -4.3 | 3.6
COCCCNC(=S)NNC(=O)c1ccc(S(=O)(=O)N2CCC(C)CC2)cc1 | 9.6 | 0.6 | -0.8 | -4.7 | 15.4 | -4.0 | 0.3 | 0.6 | 1.4 | 2.2
